Compound activity (PubChem)
PG9 Ab binder – binds the HIV-1 gp120 antibody PG9. inhibition, % at 6.7 µM. TR-FRET gp120-PG9 antibody binding. 360,000 compounds, 0.43% hits. AID 624416; in the data active means inhibition above about 8.5%
GC-A act – GC-A (human) enzyme activation | P16066 | HEK293 GC-A cells, cGMP TR-FRET, EC30 ANP; 0% at EC30 ANP, 100% saturating ANP | activation, % at 10 µM | 370,000 compounds, 0.14% hits | AID 1671463; in the data active means activation above about 40%
Target sequence (P16066 whole entry, looked up): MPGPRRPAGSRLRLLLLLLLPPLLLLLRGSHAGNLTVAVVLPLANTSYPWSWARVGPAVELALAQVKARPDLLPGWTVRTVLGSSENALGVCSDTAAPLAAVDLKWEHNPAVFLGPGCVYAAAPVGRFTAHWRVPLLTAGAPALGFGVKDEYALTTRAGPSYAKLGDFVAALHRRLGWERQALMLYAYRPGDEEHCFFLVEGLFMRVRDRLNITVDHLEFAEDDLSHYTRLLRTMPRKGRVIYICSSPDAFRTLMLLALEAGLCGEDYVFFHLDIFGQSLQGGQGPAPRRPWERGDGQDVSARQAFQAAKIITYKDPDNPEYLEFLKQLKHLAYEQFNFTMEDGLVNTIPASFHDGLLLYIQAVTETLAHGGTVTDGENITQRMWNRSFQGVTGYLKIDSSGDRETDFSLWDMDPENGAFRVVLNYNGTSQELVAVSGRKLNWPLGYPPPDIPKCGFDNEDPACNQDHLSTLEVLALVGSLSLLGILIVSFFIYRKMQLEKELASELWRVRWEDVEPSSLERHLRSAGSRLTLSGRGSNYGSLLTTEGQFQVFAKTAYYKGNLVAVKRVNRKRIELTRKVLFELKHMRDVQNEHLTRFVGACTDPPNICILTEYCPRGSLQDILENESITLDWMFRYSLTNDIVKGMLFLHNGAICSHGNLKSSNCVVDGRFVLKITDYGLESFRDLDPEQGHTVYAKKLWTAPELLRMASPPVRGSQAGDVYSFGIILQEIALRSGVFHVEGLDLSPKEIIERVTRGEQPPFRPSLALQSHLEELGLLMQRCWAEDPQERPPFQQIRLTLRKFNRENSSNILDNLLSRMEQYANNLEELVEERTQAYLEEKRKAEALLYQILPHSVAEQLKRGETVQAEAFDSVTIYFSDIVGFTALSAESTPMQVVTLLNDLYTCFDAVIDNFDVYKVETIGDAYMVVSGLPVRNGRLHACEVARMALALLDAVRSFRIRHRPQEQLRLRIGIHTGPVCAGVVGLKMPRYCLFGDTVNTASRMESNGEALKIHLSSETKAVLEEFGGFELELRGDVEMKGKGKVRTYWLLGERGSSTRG
hgDAF-12 ag – agonists of H. glycines DAF-12 nuclear receptor. 370,000 compounds, 1.8% hits. activation, % at 6.8 µM. HEK293 GAL4-hgDAF12 UAS-luciferase reporter, agonist luminescence; normalized to butyrate control;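 active means activation above a cutoff set at the mean of all screened compounds plus 3 SD, cut at about 10% in these data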;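 further: 0% = DMSO wells and 100% = sodium butyrate wells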
hcDAF-12 act – activators of H. contortus DAF-12 nuclear receptor; activation, % at 6.8 µM; HEK293 hcDAF-12 lit1-tk-luc reporter, luminescence; 0% DMSO, 100% Δ7-dafachronic acid; 370,000 compounds, 1.4% hits;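 active means activation above the mean of all tested compounds plus 3 SD, cut at about 5.5% in these data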;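 further: 100% = response to 3 µM Δ7-dafachronic acid high control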
SMARCA2 act – activators of SMARCA2 function; MG213 cells, MMTV-luciferase reporter, dexamethasone, overnight; activation, % at 9.1 µM; 370,000 compounds, 1% hits; in the data active means activation above about 7.8%;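 further: 0% = vehicle wells and 100% = reference activator wells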
ADAM17 inh – inhibits human ADAM17 | P78536 | recombinant ADAM17, EDANS/DABCYL FRET peptide cleavage | inhibition, % at 6.95 µM | 370,000 compounds, 0.83% hits;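 active means inhibition above the mean of compounds lying between control limits plus 3 SD, set per campaign, cut at about 8.5% in these data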;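 further: 0% = DMSO-only wells as the low control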
DAX1 inh-1 – DAX1 (NR0B1) inhibition, primary screen; HEK293T StAR-luciferase reporter, SF-1/DAX-1 repression relief; inhibition, % at 6.8 µM; 370,000 compounds, 1.1% hits; AID 652010;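 active means inhibition above the mean over all tested compounds plus 3 SD, cut at about 3.6% in these data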;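 further: 0% = DAX-1 cells with DMSO and 100% = cells lacking DAX-1 with DMSO; higher inhibition means more luminescence from relief of DAX-1 repression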
FXN GAA850 act – frataxin GAA850 promoter activation; HEK293 lucGAA850 FXN promoter luciferase reporter, 24 h; percent of 10 µM SAHA response; activation, % at 6 µM; 360,000 compounds, 0.56% hits;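 active means activation above the average of all compounds screened plus 3 SD, cutoff fixed separately per campaign, cut at about 7.5% in these data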;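 further: 0% = DMSO wells and 100% = 10 µM SAHA wells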
DAX1 inh-2 – inhibits human nuclear receptor DAX1; 340,000 compounds, 0.99% hits; P51843; HEK293 Gal4-DAX1 luciferase reporter, luminescence; inhibition, % at 6.75 µM; AID 504766;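 active means inhibition above the mean over all tested compounds plus 3 SD, cut at about 4.2% in these data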;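 further: 0% = DAX1-transfected cells with DMSO and 100% = empty-vector control cells with DMSO; inhibition shows as a rise in luminescence from relieved DAX1 repression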
ssDAF12 agonist – S. stercoralis DAF-12 activation, primary screen | HEK293 ssDAF-12/GRIP1 lit1-tk-luc reporter, luminescence; % of 3 µM dafachronic acid response | activation, % at 6.8 µM | 370,000 compounds, 1% hits;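 active means activation above the mean over all tested compounds plus 3 SD, cut at about 0.9% in these data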;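 further: 0% = DMSO-only wells and 100% = 3 µM delta7-dafachronic acid wells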
ADAM10 inh – inhibits human ADAM10. 370,000 compounds, 0.62% hits. AID 720582. inhibition, % at 7 µM. recombinant ADAM10, EDANS/DABCYL FRET peptide cleavage, 3 h;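 active means inhibition above a per-campaign cutoff equal to the mean of compounds falling between control-based bounds plus 3 SD, cut at about 20% in these data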;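 further: 0% = DMSO wells while the 100% control is not disclosed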
The depositor's hits bear a star; i = inactive; . = no result given.

structure	PG9 Ab binder	GC-A act	hgDAF-12 ag	hcDAF-12 act	SMARCA2 act	ADAM17 inh	DAX1 inh-1	FXN GAA850 act	DAX1 inh-2	ssDAF12 agonist	ADAM10 inh
O=C(COC(=O)c1cc([N+](=O)[O-])ccc1N1CCOCC1)Nc1c(Cl)cccc1Cl	1.1	3.6	-5.1	-0.3	-2.7	-2.1	-0.8	-1.1	1.1	-0.8	-8.5
Cc1cccc(NC(=O)c2cc(=O)c3ccccc3o2)c1	1.4	-4.0	0.5	-1.0	0.0	-1.7	0.0	-0.8	0.5	-0.4	3.0
COc1ccc(C(=O)NCCNC(C)=O)cc1S(=O)(=O)NCc1ccc(Cl)cc1	0.1	0.9	3.3	-1.5	-0.7	-3.0	0.9	1.4	1.6	-0.9	6.6
COc1ccccc1CNC(=O)CSc1ccsc1[N+](=O)[O-]	-0.2	-3.6	10.9*	-0.4	1.2	2.7	1.9	3.7	2.4	-0.3	3.3
O=C(COC(=O)CSc1ccc2ccccc2c1)Nc1ccccc1OC(F)F	-0.9	3.7	1.9	1.5	-1.5	4.7	-0.1	1.0	3.6	-1.0	8.8
Cc1cccc2c(=O)cc(C)n(Cc3ccccc3)c12	0.6	2.0	4.5	-3.2	-1.9	5.3	-0.9	1.2	-2.9	-1.8	2.4
COc1cccc(C(=O)Nc2ccc(NC(=O)C3CCCCC3)nc2)c1	-2.7	0.5	1.1	-3.5	1.9	3.8	-0.5	-0.5	-2.3	-1.6	-5.4
COc1ccc(/C(C)=N/NC(=O)C2CC2)cc1	1.6	-0.5	2.0	1.0	-2.5	-3.1	-0.4	-0.4	3.2	-1.6	-0.4
Cc1ccc(CNC(=O)c2cc3c(s2)CS(=O)(=O)C3)cc1	-1.5	0.3	0.1	0.2	0.2	-1.4	0.9	2.2	0.1	-1.6	6.8
Cn1cnc2nc[nH]c2c1=O	0.6	0.9	-1.1	-1.4	-0.3	0.3	0.4	-1.8	0.8	-1.6	-0.7
C=CCN1C(=O)C2C3C=CC(C2C1=O)C1C2C(=O)N(CC=C)C(=O)C2C31 (stereo not given)	-0.4	3.7	0.6	-0.4	-2.5	-2.5	0.2	0.8	0.2	-1.1	-16.2
CC(=O)Nc1ccc(S(=O)(=O)N2CCN(c3cc(C)nc4ccccc34)CC2)cc1	-4.0	-0.5	0.0	-1.6	-0.6	0.1	-0.7	-1.1	-1.2	-1.2	2.2
CC(=O)Nc1ccc(NC(=O)C2CC(=O)N(Cc3ccco3)C2)cc1 (stereo not given)	1.4	3.6	1.6	-1.2	-1.1	-2.1	0.1	0.2	-0.7	-0.7	-9.7
Cn1c[n+](C)cc1-c1ccc(/C(N)=N/O)cc1	0.1	3.4	-0.6	-0.8	-2.0	-1.2	-0.3	1.6	2.0	-0.4	-0.2
CCOc1ccsc1C(=O)O	0.5	4.2	3.3	-1.3	-1.9	-0.9	-0.4	1.4	-0.6	-0.7	-3.6
CCN(Cc1ccccc1)C(=O)c1cc2c(=O)oc3ccc(C)cc3c2s1	1.2	0.1	-0.4	0.1	-1.3	-3.0	0.2	0.5	1.9	-1.2	-13.5
CCCCc1cc(=O)oc2cc(C)cc(OCC(=O)NCC3CCC(C(=O)O)CC3)c12 (stereo not given)	-0.9	0.1	-5.6	1.7	2.1	-123.6	-0.5	-1.7	1.2	-1.0	i
CC1(C(=O)NS(=O)(=O)c2cccc(F)c2)CCN1C(=O)C/C=C/c1ccccc1 (stereo not given)	2.0	-2.5	0.2	-0.9	-8.2	-4.3	-0.3	-0.8	.	-1.1	-11.6
CCCS(=O)(=O)N1CCCC(C(=O)NCCCN(Cc2ccccc2)C(C)C)C1 (stereo not given)	-0.9	3.3	-0.6	-1.6	1.9	-0.5	0.2	-0.4	-0.3	-1.0	4.7
O=C(CC(=O)N1CCOCC1)N1CCOCC1	0.6	-0.9	1.7	-0.8	-0.5	0.1	0.4	-2.4	1.2	-0.6	5.2
CC(NC(=O)C1CCC(=O)N1Cc1ccccc1Cl)c1ccccc1 (stereo not given)	-2.2	4.5	-0.4	-0.2	-1.9	0.7	-0.2	2.5	-0.9	-0.6	6.7
COc1ccccc1NC(=O)NCC(c1ccco1)N1CCCCC1 (stereo not given)	0.5	1.5	1.1	-1.1	-0.1	2.7	-0.2	0.3	0.3	-1.1	2.6
CCOc1ccc(CN2CCNC(=O)C2CC(=O)N(C)C2CCCCC2)cc1 (stereo not given)	0.3	2.1	-1.4	-0.4	-3.9	-8.6	1.3	2.3	0.2	-1.2	-10.2
Cc1ccc2cc(CN(c3ccc(C)c(C)c3)S(C)(=O)=O)c(=O)[nH]c2c1	0.2	-14.4	-0.3	0.0	-2.7	-7.7	-0.9	-0.5	-0.9	-1.1	-19.1
COc1ccc(CCn2cnc3c([nH]c4ccccc43)c2=O)cc1	0.3	3.5	0.1	1.4	0.5	-5.7	-0.2	-1.1	1.5	-0.2	-12.1
COc1cc(/C=C/CN2CCC(Oc3ccc(C(=O)N4CCCC4)cc3)CC2)ccc1O	-0.6	-3.1	-1.6	-2.0	-0.4	-0.3	-3.5	1.2	-0.4	-1.1	-4.0
COc1cccc(C(=O)NC(=S)Nc2ccccc2N2CCCC2)c1	-1.5	-0.6	1.2	4.5	-1.5	2.4	0.0	-1.7	-1.0	0.8	-3.2
CC(C)CN(C(=O)Cn1c(C(F)(F)F)nc2ccccc21)C1CCS(=O)(=O)C1 (stereo not given)	0.5	-0.9	2.2	-1.1	-2.2	-3.0	0.4	-0.2	0.0	-1.1	-3.2
CC(=O)C(Cc1ccc(Cl)nc1)Cc1ccc(Cl)nc1	-0.4	-1.2	-4.4	-1.5	-1.1	-8.0	-0.7	3.3	0.2	-1.3	-1.6
COc1ccc(/C=C2\C(=N)N3N=C(CC(=O)N4CCOCC4)SC3=NC2=O)cc1	-2.7	0.9	-1.0	-1.9	-2.2	-9.6	-0.3	0.2	0.1	-1.3	-42.7
CC(=O)Nc1ccc(-c2sc(Nc3cccc4ccccc34)n[n+]2-c2ccccc2)cc1	-0.8	-1.3	1.8	1.2	0.1	3.9	-0.1	0.2	0.8	0.0	9.1
Cc1ccc(S(=O)(=O)N2CCOCC2)cc1C(=O)Nc1ccc2c(c1)OCCO2	0.6	-2.4	-0.1	-1.9	-2.6	-1.1	-0.1	1.4	0.3	-1.8	-1.1
O=C(Nc1cc2c(cc1C(=O)O)OCCCO2)c1ccc(F)cc1F	-1.1	-3.8	1.7	-2.5	2.5	-0.7	0.4	3.4	-0.1	-1.2	-2.5
Cc1cccn2c(=O)c(/C=C(\C#N)C(N)=O)c(N3CCN(c4cccc(Cl)c4)CC3)nc12	-0.2	-8.8	-3.1	0.0	-1.1	-41.4	-0.5	0.7	-1.6	-1.2	-68.7
COC(=O)C1C2C=CC3(CN(Cc4ccco4)C(=O)C13)O2 (stereo not given)	-1.5	-0.5	-0.9	-0.6	-0.3	0.3	0.3	0.6	0.6	-0.3	3.2
CCc1nc2ccc(C(=O)NCc3ccc(OC)cc3)cn2c1N(CCC(C)C)CCN(C)C	-0.5	-4.7	1.4	1.8	-3.9	-4.7	1.2	-4.1	.	1.2*	-28.3
Cc1onc(-c2ccccc2)c1C(=O)NCc1ccc2c(c1)OCO2	-0.9	3.5	1.5	-1.0	0.1	-1.4	-1.6	-3.4	-0.9	-1.1	5.3
O=S(=O)(c1cc(Cl)ccc1Cl)N1CC2CCCN2c2ccc(C(F)(F)F)cc21 (stereo not given)	2.2	-1.3	-1.9	-1.1	0.0	0.0	-0.7	-0.5	0.0	-1.1	3.0
COc1cccc(NC(=O)CSc2nc3c(sc4ccccc43)c(=O)n2CCN(C)C)c1	0.8	-5.6	1.5	1.8	-2.6	-242.7	0.9	6.0	-1.1	-1.7	i
C=CCN(c1ccc(C(=O)OC)cc1)S(=O)(=O)c1ccccc1	-1.5	-0.3	0.3	-0.7	-0.8	-0.4	0.5	2.2	3.0	-1.6	-5.3
COc1ccc(C(=O)NC(=S)Nc2ccccc2N2CCOCC2)cc1Br	-0.5	9.7	0.3	0.5	-3.2	3.7	-0.9	2.7	-0.5	-0.7	4.5
Cc1cc(C)c(C(=O)N2CCCC(Nc3ccc(F)cc3)C2)o1 (stereo not given)	-0.8	8.5	-3.2	0.5	-2.7	-3.7	-1.3	-0.9	0.0	-1.2	-0.1
Cc1nc2ccc(Cl)cc2n1C	-1.3	3.9	1.9	-0.7	-7.3	2.0	0.9	-0.8	2.5	-1.3	-7.0
COc1ccc(OC)c(-c2cc(C(F)(F)F)c3c(n2)sc2c(O)cc(=O)[nH]c23)c1	-0.5	5.6	3.4	-2.8	-1.8	0.7	0.4	1.6	0.3	-0.8	3.8
Nc1c(-c2ccccc2)n[nH]c1-c1ccccc1	-0.9	-0.2	8.1	7.0*	5.2	-19.1	1.0	5.6	-0.5	-0.7	-34.7
CN(Cc1ccccc1)c1ccc(C(CC(N)=O)NC(=O)c2ccc(Br)cc2)cc1[N+](=O)[O-] (stereo not given)	-5.1	0.7	-3.0	-2.2	-2.2	15.4*	-0.6	0.3	0.0	-1.8	38.1*
Cc1ccccc1Nc1nnc(SCC(=O)c2c(N)n(C3CC3)c(=O)[nH]c2=O)s1	-1.7	-0.7	0.6	0.3	-2.1	-3.9	0.7	1.3	-1.4	-1.7	-2.4
CN1CCN(c2ncnc3c2ncn3[C@H]2CN(Cc3ccc4c(c3)OCO4)C[C@@H](CO)O2)CC1	0.6	0.9	-3.0	1.0	-1.6	-1.4	-0.3	-0.2	.	0.3	-57.7
COCC(=O)Nc1ccccc1-c1ccccc1	-0.3	1.9	11.4*	-1.8	-0.6	4.9	0.9	0.0	1.1	-0.8	0.0
